# Spn PMK inh: S. pneumoniae PMK inhibitors, primary screen, biochemical, mevalonate pathway, pilot trial included | inhibition, % at 10 µM | purified PMK, PK/LDH-coupled NADH absorbance 340 nm | hit rate 0.49% among 65,000;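 active means top-ranked compounds by inhibition in the single 10 µM screen, taking a fixed number of the strongest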;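 further: 0% = full reaction with DMSO carrier and 100% = background rate without enzyme reaction; no value below 0 was filed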
# Alkaline phosphatase: human TNAP enzyme inhibitors, biochemical, luminescent (AID 518) | Alkaline phosphatase, tissue-nonspecific isozyme (Homo sapiens) | inhibition, % at 20 µM; hits with a dose series show IC50 in µM | hit rate 0.09% among 64,000 | purified TNAP enzyme, luminescent substrate readout; higher % means a stronger effect; in the data active means a potency from the dose series; inactive means the rest, 99 in 100 with inhibition below about 22%;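 further: plate controls were vehicle for no effect and reference inhibitor for full effect; many of its hits are not listed in these tables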
# DPM-DC inhibit: S. pneumoniae DPM-DC inhibitors, primary screen, biochemical, PK/LDH-coupled NADH fluorescence; diphosphomevalonate decarboxylase (Streptococcus pneumoniae D39); calls only at 10 µM; purified DPM-DC; AID 556, 2006; hit rate 0.49% among 65,000;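 active means the 320 compounds with the highest percent inhibition in the single-dose primary screen, excluding strongly autofluorescent ones, cut at about 32% in these data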;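 further: kinetic rate of NADH fluorescence loss reporting ADP formed by the decarboxylase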
# LYP inhibition: LYP phosphatase inhibitors, primary screen, biochemical, DiFMUP fluorescence, recombinant catalytic domain, 10 µM (AID 606); recombinant LYP catalytic domain, DiFMUP fluorescence; higher % means a stronger effect; inhibition, % at 10 µM, or IC50 in µM where a hit was titrated; 52,000 tested, under 10 active;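 active means IC50 under 40 µM in the dose-response test; inactive means IC50 of 40 µM or more, or never dose-tested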
# HPDE-C7K KRASV12: cytotoxicity in KRAS-transformed pancreatic duct cells, primary screen, cell-based, fluorescence, HTS (AID 431); HPDE-C7K KRASV12 cells, Alamar Blue viability, 48 h; higher % means a stronger effect; cytotoxicity, % at 10 µM, or EC50 in µM where a hit was titrated; hit rate 1.7% among 63,000;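 active means compounds whose percent cytotoxicity in the single-dose primary screen, scaled between solvent and toxic-drug controls, exceeds 50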;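 further: 0% = DMSO solvent wells and 100% = doxorubicin-treated wells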
# Bfl-1 inhibitors: Bfl-1 inhibitors, primary screen, biochemical, fluorescence polarization, FITC-Bid, mouse (AID 432); displacement, % at 20 µM; hits with a dose series show IC50 in µM; Bcl-2-related protein A1 (Mus musculus); FITC-Bid BH3 peptide fluorescence polarization displacement; higher % means a stronger effect; hit rate 0.02% among 64,000; in the data active means a potency from the dose series; inactive means the rest, 99 in 100 with displacement below about 15%; further: strong numbers were not always called active
# HPDE-C7 viability: cytotoxicity in HPDE-C7 cells, cell-based, fluorescence, HTS (AID 430); hit rate 1.8% among 63,000; HPDE-C7 pancreatic duct cells viability, fluorescence; higher % means a stronger effect; cytotoxicity, % at 10 µM, or EC50 in µM where a hit was titrated;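 further: cells exposed to compound for 48 hours before viability readout; 0% = vehicle and 100% = reference cytotoxic drug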
# Spn MK inh: S. pneumoniae MK inhibitors, primary screen, biochemical, PK/LDH-coupled NADH absorbance; purified MK, PK/LDH-coupled NADH absorbance 340 nm; inhibition, % at 10 µM; hit rate 0.48% among 65,000; AID 555, 2006;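 active means ranked among the strongest by inhibition in the single 10 µM screen, a fixed top-ranked set picked for dose follow-up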; further: no value below 0 was filed
# HT1080 viability: cytotoxicity in HT1080 fibrosarcoma cells, cell-based, fluorescence readout (AID 620) | cytotoxicity, % at 10 µM, or EC50 in µM where a hit was titrated | HT1080 viability, fluorescence; higher % means a stronger effect | hit rate 0.42% among 87,000;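 further: cells exposed to compound overnight then 4 h with Alamar Blue; 0% = vehicle DMSO and 100% = killing control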
# Spn PMK inh pilot replicates: recorded beside Spn PMK inh, whose call it bears; inhibition, %; measured here: pilot screen replicates
# Spn MK inh pilot replicates: second read-out of Spn MK inh, no call of its own (marks repeat the call); inhibition, %; measured here: pilot screen replicates
# DPM-DC inhibit pilot screen %: second read-out of DPM-DC inhibit, no call of its own (marks repeat the call); inhibition, %; measured here: pilot screen trials
# Starred values were filed as active, the others as inactive; i = inactive; . = no result given. Unless noted, no stated cut-off is given here; in the data, active means cytotoxicity above about 50%; inactive means the rest.
SMILES,Spn PMK inh,Alkaline phosphatase,DPM-DC inhibit,LYP inhibition,HPDE-C7K KRASV12,Bfl-1 inhibitors,HPDE-C7 viability,Spn MK inh,HT1080 viability,others
COc1ccc(Cn2nnnc2C(c2cccnc2)N2CCN(c3ccc(O)cc3)CC2)cc1 (centres undefined),6,10%,i,2%,28%,2%,24%,0,6%,Spn PMK inh pilot replicates=0.0;Spn MK inh pilot replicates=0.0;DPM-DC inhibit pilot screen %=1.0
Cc1[nH]c(=S)n(CC2CCCO2)c1C (centres undefined),10,7%,i,9%,-14%,-6%,-29%,4,-3%,
NC(=O)c1c(NC(=O)CN2CCOCC2)sc2c1CCC2,14,0%,i,.,-5%,2%,-4%,0,5%,
Cc1cc(C)c2nc(N)sc2c1,1,13%,i,16%,12%,-2%,4%,0,-1%,Spn PMK inh pilot replicates=9.5;Spn MK inh pilot replicates=2.0;DPM-DC inhibit pilot screen %=0.0
CCOc1nc(-c2ccccc2)ccc1-c1noc(COC)n1,0,12%,i,-1%,-11%,-9%,-2%,2,3%,
Cc1nn(C)c(C)c1S(=O)(=O)N1CCC(C(=O)NC2CCCc3ccccc32)CC1 (centres undefined),4,6%,i,0%,6%,1%,-11%,7,-4%,
Cc1ccc(CCN2CC(C(=O)NCCCN3CCCCCC3)CC2=O)cc1 (centres undefined),10,-6%,i,.,-12%,8%,-20%,6,4%,
C=CCc1ccccc1OCC(CN1CCCCC1)OC(C)=O (centres undefined),18,11%,i,.,-16%,-2%,-17%,0,3%,
Cc1onc(-c2c(F)cccc2Cl)c1C(=O)OCC(=O)Nc1c(C)n(C)n(-c2ccccc2)c1=O,0,10%,i,0%,.,-10%,.,11,-4%,
Cc1ccc(S(=O)(=O)NC(C)C(=O)NC2CCCCCC2)cc1 (centres undefined),9,6%,i,16%,1%,-1%,-3%,7,-3%,
CCn1c(=O)c2c(cnn2C)c2ccccc21,12,3%,i,.,23%,0%,5%,8,7%,
O=C(O)C1CCN(c2nc(-c3ccccc3)nc3c2oc2ccccc23)CC1,6,8%,i,13%,27%,-5%,23%,10,-9%,
C=CCn1c(=O)n(CCOC)c(=O)c2sc3ccccc3c21,11,14%,.,5%,-5%,-2%,-12%,7,5%,Spn PMK inh pilot replicates=4.0;Spn MK inh pilot replicates=0.0
O=C(Nc1cccc(-c2nnc(-c3ccccc3)o2)c1)C1CCCO1 (centres undefined),6,2%,i,-15%,-27%,-2%,-13%,10,5%,
N#CC1=C(SCC(=O)c2ccc(Br)cc2)NC2=C(C(=O)CCC2)C1c1ccco1 (centres undefined),2,14%,i,1%,5.6µM*,4%,4.3µM*,2,24%,

# Overlap with the part before: 2 compounds, then new ones.
SMILES,Spn PMK inh,Alkaline phosphatase,DPM-DC inhibit,LYP inhibition,HPDE-C7K KRASV12,Bfl-1 inhibitors,HPDE-C7 viability,Spn MK inh,HT1080 viability,others
O=C(Nc1cccc(-c2nnc(-c3ccccc3)o2)c1)C1CCCO1 (centres undefined),6,2%,i,-15%,-27%,-2%,-13%,10,5%,
N#CC1=C(SCC(=O)c2ccc(Br)cc2)NC2=C(C(=O)CCC2)C1c1ccco1 (centres undefined),2,14%,i,1%,5.6µM*,4%,4.3µM*,2,24%,
O=C(CN(c1ccc(F)cc1)S(=O)(=O)c1ccc2c(c1)OCCO2)NCc1ccccn1,11,3%,i,14%,-7%,-4%,-5%,3,6%,
CCc1ccccc1N(CC)C(=O)c1cn(C)c(=O)c2cc(OC)c(OC)cc12,10,-2%,i,2%,-2%,-10%,0%,0,6%,
COc1ccc(-n2cnnc2)cc1,0,9%,i,12%,2%,-5%,-6%,7,-6%,
c1ccc2c(c1)nc(N1CCN(C3CCCCC3)CC1)c1nnnn12,13,6%,i,-6%,5%,2%,8%,0,16%,
O=C(Nc1nccs1)C1CCN(S(=O)(=O)c2ccc3c(c2)OCCCO3)CC1,14,5%,i,-3%,2%,0%,-12%,1,0%,
CCOc1ccc(-c2[nH]ncc2Oc2ccccc2OCC)c(O)c1,10,-1%,i,6%,56%*,5%,54%*,6,-10%,
Nc1cc(N)nc(SCc2cccnc2)n1,3,7%,i,.,.,-5%,.,2,0%,
CCOc1ccc(S(=O)(=O)NCCCN2CCOCC2)c2ccccc12,40*,13%,i,.,9%,-6%,6%,3,-5%,
COc1ccc(Cl)cc1NC(=O)CSc1ncnc2c1oc1ccccc12,6,.,i,-1%,.,.,.,0,4%,
CC(=O)Nc1ccc(S(=O)(=O)N(C)S(=O)(=O)c2ccc(F)cc2)cc1,12,5%,i,9%,-1%,5%,-5%,4,1%,
NC(=O)CSc1nnc(-c2cc3ccccc3o2)n1Cc1ccccc1,3,15%,i,.,19%,-4%,13%,7,37%,Spn PMK inh pilot replicates=6.0;Spn MK inh pilot replicates=0.0;DPM-DC inhibit pilot screen %=2.0
CNc1ccc(C(O)(C(F)(F)F)C(F)(F)F)cc1C(O)(C(F)(F)F)C(F)(F)F,6,19%,i,11%,18%,1%,3%,5,2%,Spn PMK inh pilot replicates=1.5;Spn MK inh pilot replicates=0.0;DPM-DC inhibit pilot screen %=2.0
COc1ccc(NC(=O)CCNC(=O)Cn2cnc3ccccc3c2=O)c(OC)c1,0,2%,i,6%,7%,15%,0%,5,3%,
CCOc1ccc(-n2c3nc4ccccc4nc3c3c(=O)n(Cc4ccco4)cnc32)cc1,0,17%,i,19%,8%,2%,0%,0,12%,
CCC(CC)C(=O)NCc1ccccc1Cl,6,0%,i,3%,-17%,-4%,-5%,10,0%,

# 3 entries picked at random from the list so far:
SMILES,Spn PMK inh,Alkaline phosphatase,DPM-DC inhibit,LYP inhibition,HPDE-C7K KRASV12,Bfl-1 inhibitors,HPDE-C7 viability,Spn MK inh,HT1080 viability,others
O=C(Nc1nccs1)C1CCN(S(=O)(=O)c2ccc3c(c2)OCCCO3)CC1,14,5%,i,-3%,2%,0%,-12%,1,0%,
CC(=O)Nc1ccc(S(=O)(=O)N(C)S(=O)(=O)c2ccc(F)cc2)cc1,12,5%,i,9%,-1%,5%,-5%,4,1%,
CCc1ccccc1N(CC)C(=O)c1cn(C)c(=O)c2cc(OC)c(OC)cc12,10,-2%,i,2%,-2%,-10%,0%,0,6%,

# (list continues)
SMILES,Spn PMK inh,Alkaline phosphatase,DPM-DC inhibit,LYP inhibition,HPDE-C7K KRASV12,Bfl-1 inhibitors,HPDE-C7 viability,Spn MK inh,HT1080 viability,others
COc1ccc(N2CCN(c3nc(NCCc4ccc(OC)c(OC)c4)nc(OC)n3)CC2)cc1,6,6%,i,-4%,16%,4%,6%,4,-5%,
O=C(NCCCC(=O)N1CCOCC1)c1cccnc1,14,6%,i,1%,.,-12%,.,13,31%,
CCNc1nc2nonc2nc1NCC,12,10%,i,.,-7%,0%,4%,14,-17%,
CCOC(=O)C1CCN(C(=O)c2cnn3c(C)cc(C)nc23)CC1,20,1%,i,4%,8%,2%,-10%,0,1%,
COc1ccc(S(=O)(=O)NCCC(=O)NCc2cccs2)cc1,1,4%,i,5%,-15%,-6%,-14%,2,13%,
C=CCn1c(SCc2ccccc2C#N)nnc1-c1ccccc1O,3,20%,i,6%,-2%,-1%,0%,9,-4%,
O=C(COc1ccc2c(c1)OCO2)Nc1ccc2c(c1)oc1ccccc12,3,14%,i,6%,2%,2%,2%,2,-5%,
COC(=O)c1c(NC(=O)CSc2nncs2)sc2c1CCCCC2,0,4%,i,.,-2%,-2%,-3%,1,10%,
CCCCCN(C(=O)NC(=O)NCCCC)S(C)(=O)=O,10,3%,i,1%,-5%,-1%,5%,0,0%,
C/C(=C\c1ccco1)C1C(C#N)=C(N)Oc2n[nH]c(-c3ccccc3)c21 (centres undefined),0,7%,i,3%,-16%,9%,-17%,7,.,
O=C(CSc1ccc2nnc(-c3ccccn3)n2n1)NCC1CCCO1 (centres undefined),4,6%,i,2%,11%,0%,-3%,13,9%,
CCOC(=O)N1CCC(NC(=O)c2cc3cc4cc(OC)ccc4nc3o2)CC1,9,11%,.,-21%,0%,2%,8%,0,-3%,
COc1ccccc1C(=O)Oc1ccc(N2C(=O)CCC2=O)cc1,0,7%,i,13%,-16%,-4%,-6%,0,5%,
CN(C)CCNC(=O)NC1CCCCC1,0,6%,i,1%,-13%,-5%,2%,4,3%,
COC(=O)c1[nH]c2c(c1C)C(=O)CC(c1ccccc1)C2 (centres undefined),3,2%,i,11%,48%,-1%,46%,7,.,
Oc1c(C(c2ccco2)N2CCN(C(c3ccccc3)c3ccccc3)CC2)sc2ncnn12 (centres undefined),0,-2%,i,5%,-4%,4%,-2%,12,2%,
Cc1ccc(-n2nnnc2SC(C)C(=O)Nc2ccc(Cl)cn2)cc1 (centres undefined),0,9%,i,.,2%,0%,2%,4,-2%,
Cc1noc(C)c1S(=O)(=O)N1CCC(C(=O)N2CCN(c3ccc(F)cc3)CC2)CC1,6,6%,i,11%,-2%,0%,-10%,0,.,
Cc1ccccc1OCC(=O)Nc1ccc2c(c1)OCO2,9,8%,i,-2%,-4%,-4%,-6%,6,-3%,
O=C(NCCN1CCOCC1)c1cc2sccc2n1Cc1ccc(F)cc1,12,10%,i,13%,10%,-8%,-1%,6,-5%,
COc1ccc(C(c2c(O)ccc3ccccc23)N2CCOCC2)c(OC)c1 (centres undefined),6,-13%,i,17%,3.9µM*,0%,4.1µM*,4,5%,
O=C(c1ccc(COc2c(F)c(F)c(F)c(F)c2F)o1)N1CCOCC1,11,8%,i,13%,0%,4%,-3%,6,-6%,Spn PMK inh pilot replicates=2.0;Spn MK inh pilot replicates=0.5;DPM-DC inhibit pilot screen %=3.5
O=S(=O)(NC1CCCCC1NS(=O)(=O)c1ccc(F)cc1)c1ccc(F)cc1 (centres undefined),4,16%,i,-1%,8%,4%,8%,7,9%,Spn PMK inh pilot replicates=8.5;Spn MK inh pilot replicates=1.0;DPM-DC inhibit pilot screen %=3.0
N#Cc1ccc(COc2ccc(CCO)cc2-n2nc3ccccc3n2)cc1,5,1%,i,4%,14%,-6%,8%,4,1%,
CC(=O)Nc1ccc(S(=O)(=O)NC2(C(F)(F)F)NC(=O)N(C3CCCC3)C2=O)cc1 (centres undefined),7,16%,i,-5%,-13%,-2%,-1%,4,-3%,
O=C1NCCCC1C(=O)N1CCN(C(=O)C2CCCNC2=O)CC1 (centres undefined),18,1%,i,.,2%,-8%,-6%,4,-7%,
Clc1ccc2oc(-c3ccccc3)nc2c1,0,13%,i,.,4%,2%,-4%,5,.,
CCOc1ccc(Oc2nc(NCC(C)C)nc(N(C)C)n2)nn1,0,16%,i,9%,8%,-6%,5%,2,-2%,
Cc1cc(C(=O)N2CCc3ccccc32)n(-c2ccccc2)n1,0,11%,i,5%,-4%,0%,5%,9,6%,
Cc1nc2ccc(S(=O)(=O)NC(C(=O)NCc3cccs3)C(C)C)cc2s1 (centres undefined),7,2%,i,.,12%,2%,-5%,8,.,Spn PMK inh pilot replicates=0.0;Spn MK inh pilot replicates=4.5;DPM-DC inhibit pilot screen %=5.0

# High-throughput results: PubChem BioAssay, several laboratories
